PKM2 activator – activators of human pyruvate kinase M2 | P14618 | purified PKM2, Kinase-Glo ATP luminescence, activation; response scale: 0% is enzyme alone, no compound | Potency, µM (top dose mostly 57.5 µM), without a hit: at the top dose activation, actives largely listed as activators | 260,000 compounds, 0.34% hits | AID 1631; further: potency means the concentration at half of the fitted maximal effect; nearly all actives have a fitted effect of over 55% in size
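Kinase-Glo luminescence reports ATP generated from ADP (0.1 mM) and PEP (0.5 mM) by purified hPK-M2 after 1 h at room temperature, pH 7.2 imidazole buffer; intermediate enzyme activity allows detecting inhibitors and activators.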
hERG WT inh – blocks the wildtype human KCNH2 potassium channel | Q12809 | U2OS, BacMam KCNH2, thallium flux FluxOr; hits give low values | activity change, % at 1.84 µM | 340,000 compounds, 0.37% hits | AID 720551;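 active means maximum activity change below -70%; inconclusive means maximum activity change between -70% and -50%; inactive means maximum activity change above -50%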
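U2OS cells were transduced with wild-type KCNH2 virus (2.03 x 10^8 / mL) for 4 h at room temperature, then cultured overnight at 37 C. Thallium flux was read with FluxOr dye. Rate constants were normalized to DMSO controls.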
GALK inhibitor – galactokinase (human) inhibition | Purified GALK, Kinase-Glo residual ATP luminescence | 270,000 compounds, 0.007% hits | Potency, µM (highest dose often 57.5 µM), inactives show at the top dose activity change, negative = inhibition, usual class: inhibitors | P51570 | AID 1868; further: potency means the concentration at half of the fitted maximal effect
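Luminescence from leftover ATP (Ultra-Glo luciferase/luciferin) served as read-out after a 1 h room-temperature reaction of 5 nM GALK with 35 uM ATP and 100 uM galactose.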
B2AR arrestin – recruits beta-arrestin to the human beta2-adrenergic receptor | P07550 | beta-arrestin recruitment to beta2AR, cell-based reporter | Potency, µM (titrated, usually from 46.1 µM), for the others: at the highest dose activation, usual class: activators | 330,000 compounds, 0.02% hits;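 further: potency means the concentration at half of the fitted maximal effect; 0% = DMSO controls and full agonism = EC100 isoproterenol or metaproterenol; nearly all actives have a fitted effect of over 65% in size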
Target sequence (P07550 whole entry, looked up): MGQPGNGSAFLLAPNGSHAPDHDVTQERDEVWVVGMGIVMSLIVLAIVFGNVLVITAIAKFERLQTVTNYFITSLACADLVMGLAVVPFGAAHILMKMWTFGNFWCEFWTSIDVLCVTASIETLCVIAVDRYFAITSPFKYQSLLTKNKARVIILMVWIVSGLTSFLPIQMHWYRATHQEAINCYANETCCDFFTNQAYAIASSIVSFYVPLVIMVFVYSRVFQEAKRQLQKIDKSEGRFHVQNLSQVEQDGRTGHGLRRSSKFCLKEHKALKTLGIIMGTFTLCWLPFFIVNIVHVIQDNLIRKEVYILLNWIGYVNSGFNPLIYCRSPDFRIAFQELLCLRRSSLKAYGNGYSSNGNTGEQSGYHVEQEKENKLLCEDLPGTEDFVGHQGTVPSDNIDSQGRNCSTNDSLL
Giardia kill – Giardia lamblia killing; 340,000 compounds, 0.15% hits; activity change, % at 7.66 µM, hits read low; Giardia lamblia trophozoite viability; in the data active means activity change below about -80%; inconclusive means between about -30% and that limit;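 further: parasites exposed to compound for two days anaerobically before the ATP read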
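Killing of trophozoites was scored by loss of ATP luminescence after a 48 hrs anaerobic exposure to compounds at 37 deg C, using 100 cells per well.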
uPA surface inh – inhibitors of cell surface uPA generation | cell surface uPA generation assay, qHTS | 330,000 compounds, 0.31% hits | Potency, µM (highest dose often 38.3 µM), for inactives: at the top dose activity change, negative = inhibition, most hits filed as inhibitors; active means well fitted inhibition curve with a large enough effect; inconclusive means small, poorly fitted or top-dose-only effect; inactive means no such curve, though single readings can be large or run the other way; tested in mouse RAW 264.7 cells; further: potency means the concentration at half of the fitted maximal effect; nearly all actives have a fitted effect of over 55% in size
Coupling enz – coupling enzyme interference in Giardia aldolase counter-screen; coupling enzyme system counterscreen, AmpLite Red fluorescence; activity change, negative = inhibition, % at 58.2 µM, hits read low; 290,000 compounds, 0.67% hits; AID 2472; in the data active means activity change below about -30%
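Coupling enzymes only (glyceraldehyde-3-phosphate) + compound, at 57.5 uM final, 10 min RT; add substrate/coupling/AmpLite Red mix, 20 min RT; fluorescence ex 525/em 598 nm. Actives flag coupling-system interference.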
KCNH2 3.1 inh – KCNH2 3.1 (human) potassium channel inhibition | 340,000 compounds, 0.95% hits | U2OS KCNH2 3.1, thallium flux FluxOr; hits give low values | activity change, % (tested at about 1.8 µM);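 active means maximum activity change below -70%; inconclusive means maximum activity change from -70% to -50%; inactive means maximum activity change above -50%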;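 further: thallium influx rate constant from kinetic fluorescence after stimulation buffer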
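Thallium flux via FluxOr fluorescence (Red40 quencher, 45 min loading) in U2OS cells virally expressing the KCNH2 3.1 isoform (1.77 x 10^8 /mL virus, overnight at 37 C). Rate constants from 2-min kinetic reads post-stimulation, normalised to positive and negative controls.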
Chronic BCR inh – blocks chronic active B-cell receptor signaling; ABC-DLBCL IkBa-CBG/CBR reporter, luminescence ratio, 4 h; AID 493014; Potency, µM (highest dose often 46.1 µM), without a hit: at the highest dose ratio change, negative = lower green/red ratio, usual class: inhibitors; 340,000 compounds, 0.05% hits; active means well fitted inhibition curve with a large enough effect in the signal ratio, with a control signal flat, not every such curve was filed as active; inconclusive means small, poorly fitted or top-dose-only effect, or effect the other way, or a change in a side signal; the % refers to the signal ratio;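 further: potency means the concentration at half of the fitted maximal effect; plate controls were basal doxycycline-induced cells for no effect and cells given 10 µM MG132 for full effect; MG132 reads +100%, hits lower the ratio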
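Doxycycline induced both beetle luciferases in TMD8 lymphoma cells; IKK-driven degradation limits the IkappaBalpha-fused green signal, while red luminescence normalises for cell number and nonspecific effects. Compounds tested up to 46 uM, 4 hrs.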
Eya2 phos inh – inhibitors of human Eya2 phosphatase activity; O00167; recombinant Eya2, OMFP fluorescence dephosphorylation (OMFP is methylfluorescein phosphate); Potency, µM (series often up to 76.9 µM), for the others: at the highest dose activity, negative = inhibition, usual class: inhibitors; 330,000 compounds, 0.006% hits; AID 488837; further: potency means the concentration at half of the fitted maximal effect
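Eya2 protein (added as 0.2 uM solution) was preincubated with compound for 10 min at ambient temperature in 50 mM HEPES pH 7.5, 50 mM NaCl, 5 uM MgCl2, 0.05% BSA, 1 mM DTT. OMFP (added at 50 uM) then reacted 10 min; fluorescence read at 485/525 nm.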
USP2a inh – blocks human ubiquitin-specific protease USP2a; O75604; USP2 core, Ub-CHOP2 coupled fluorogenic reporter, 485/531; Potency, µM (doses to about 38.3 µM), inactives show at the top dose activity change, negative = inhibition, usual class: inhibitors; 330,000 compounds, 0.01% hits;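 further: potency means the concentration at half of the fitted maximal effect; plate controls were DMSO wells for no effect and full inhibition by NEM control for full effect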
Target sequence (O75604 whole entry, looked up): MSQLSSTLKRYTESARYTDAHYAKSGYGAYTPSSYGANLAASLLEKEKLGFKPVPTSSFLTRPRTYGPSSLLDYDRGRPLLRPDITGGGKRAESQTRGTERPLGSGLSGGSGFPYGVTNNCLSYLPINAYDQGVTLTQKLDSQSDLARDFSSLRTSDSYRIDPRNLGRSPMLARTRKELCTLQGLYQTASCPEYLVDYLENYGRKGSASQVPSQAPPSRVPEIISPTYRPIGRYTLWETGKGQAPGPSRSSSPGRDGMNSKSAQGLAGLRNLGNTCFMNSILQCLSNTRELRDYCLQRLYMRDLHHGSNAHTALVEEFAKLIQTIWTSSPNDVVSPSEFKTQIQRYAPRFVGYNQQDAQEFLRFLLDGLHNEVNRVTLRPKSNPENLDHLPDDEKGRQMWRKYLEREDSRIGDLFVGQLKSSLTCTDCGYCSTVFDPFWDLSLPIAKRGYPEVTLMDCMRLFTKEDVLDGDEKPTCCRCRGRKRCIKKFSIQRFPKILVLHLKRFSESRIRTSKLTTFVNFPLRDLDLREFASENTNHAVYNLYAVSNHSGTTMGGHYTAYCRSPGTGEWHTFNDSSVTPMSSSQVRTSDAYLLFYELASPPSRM
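Deubiquitinase activity read as fluorescence (485/531 nm) after Ub-CHOP2 cleavage activates the enterokinase reporter on its substrate; USP2 core 10nM, Ub-CHOP2 and substrate 25nM each, 30min compound preincubation then 60min RT; data normalized to NEM, curves fitted.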
* = called active by the depositor; ? = inconclusive; · = not tested or not shown; [ ] = another dose, or the depositor's remark. Unless noted, the call rests on the fitted dose curve; in most records, active means well fitted curve in the direction sought with a large enough effect; inconclusive means small, poorly fitted or top-dose-only effect, or another doubt; inactive means no such curve, though single readings can be large; an effect the other way counts as inactive or inconclusive. Unless noted, on the % scale 0 is the no-effect control and ±100 the full control effect.

Every second line gives: PKM2 activator	hERG WT inh	GALK inhibitor	B2AR arrestin	Giardia kill	uPA surface inh	Coupling enz	KCNH2 3.1 inh	Chronic BCR inh	Eya2 phos inh	USP2a inh
- O=C(NCc1ccccc1)C(c1ccc(F)cc1)N(C(=O)c1csnn1)C1CC1 (configuration not stated)
 : -3%	-11	-2%	-0.1%	-17	-4%	3	-1	1%	4%	-1%
- Cc1cccc2c1CC(C)(C)NC2=C(C#N)C#N
 : -1%	-5	-3%	0.3%	-2	0%	1	8	-6%	-16%	-1%
- COc1ccccc1NC(=O)C(=O)NNS(=O)(=O)c1ccc2ccccc2c1
 : 0%	-4	-11%	-0.5%	-2	14%	3	-6	?	4%	8%
- O=C(NCCCN1CCCC1=O)c1cccc(N2CCCC2=O)c1
 : -4%	-2	1%	0.3%	-3	0%	-4	-1	4%	10%	?
- COc1cccc(NC(=O)C(c2ccccc2)N2CCCC2)c1 (configuration not stated)
 : -1%	6	-1%	0.0%	-2	1%	0	14	1%	-8%	-2%
- O=C(NCCc1ccccc1)C(=O)Nc1ccc2c(c1)OCCO2
 : -2%	-10	1%	-0.4%	1	-2%	-1	8	4%	14%	-4%
- COC(=O)c1c(C)[nH]c(C(=O)OCc2ccc(F)cc2)c1C
 : 3%	2	6%	-0.5%	2	0%	4	-6	4%	10%	0%
- COc1ccc(CCNC(=O)COC(=O)c2cccs2)cc1OC
 : 0%	8	1%	-0.1%	-9	-8%	0	-10	-5%	-4%	1%
- Cc1nnc(NC2=NCCC2)o1
 : 5%	-21	0%	-1.7%	3	-2%	0	·	1%	2%	4%
- O=C(CCc1nnc(COc2ccccc2)o1)NCCc1cccs1
 : -4%	-31	-1%	-0.3%	-4	9%	3	-14	0%	3%	0%
- Cc1cc(C)nc(NC(=O)c2ccc(COc3ccccc3Cl)cc2)c1
 : 6%	-21	-2%	0.3%	7	-2%	-2	·	?	-6%	0%
- Cc1ccccc1OCC(=O)Nc1ccc(S(=O)(=O)N2CCOCC2)cc1
 : 3%	26	1%	0.1%	0	·	-2	6	-22%	-3%	-1%
- CCOC(=O)[C@@H](CCc1ccccc1)N[C@H](C)C(=O)N1[C@H](C(=O)O)C[C@@H]2CCC[C@@H]21
 : 1%	18	·	-0.8%	3	4%	2	16	4%	9%	-6%
- Cn1c(CNC(=O)CCNC(=O)c2ccccc2F)cc(=O)n(C)c1=O
 : 1%[0.46 µM]	11	6%	-0.3%	10	5%	-1	12	-2%	-12%	1%
- Cc1c(S(=O)(=O)N2CCN(c3cccc(Cl)c3)CC2)c(=O)n(C)c(=O)n1C
 : -6%	-8	1%	0.0%	4	-12%	·	-11	1%	-9%	0%
- CCCc1nnc(SCC(=O)Nc2ccc(OCC)cc2)n1N
 : -1%	-3	4%	-1.5%	4	-1%	2	-4	1%	9%	-1%
- C=CCc1ccc(OCCn2cncn2)c(OC)c1
 : -6%	13	6%	0.1%	-6	1%	0	18	0%	1%	0%
- Cc1cccc2cc(COC(=O)c3cccs3)c(=O)[nH]c12
 : -3%	-1	1%	-0.1%	4	11%	-3	-5	?	2%	-2%
- O=C(Nc1ccc(F)cc1)c1cc(-c2ccccc2)no1
 : -2%	-1	0%	-0.4%	9	7%	2	3	1%	7%	11%
- CCOc1ccc(-n2c(SCC(=O)Nc3ccc(Br)cc3)nc3n[nH]c(C)c3c2=N)cc1
 : -1%	-6	-2%	-0.1%	12	4%	1	-4	?	-6%	-6%
- COc1ncnc2c1cnn2-c1ccccc1
 : -1%	0	4%	·	5	2%	1	3	·	·	·
- NS(=O)(=O)c1ccc(CCNC(=O)c2cc([N+](=O)[O-])ccc2N2CCCCC2)cc1
 : ·	6	-1%	0.3%	-9	-5%	2	-1	-1%	4%	-6%
- COc1cccc(-c2ccc(=O)n(CC(=O)NCCN3CCOCC3)n2)c1
 : 6%	0	1%	0.3%	-5	·	2	12	-6%	5%	1%
- CCOC(=O)C1CCN(CC(=O)Nc2c(C(=O)OC)[nH]c3ccc(Cl)cc23)CC1
 : 4%	-1	0%	0.1%	0	-4%	0	15	?	-1%	0%
- CS(=O)(=O)c1ccc(-c2nnc(NC(=O)c3ccc(S(=O)(=O)N4CCCC4)cc3)o2)cc1
 : ·	-3	·	-0.3%	11	14%	·	0	-6%	9%	0%
- CCOC(=O)c1ccc(NC(=S)N2CCN(Cc3ccccc3)CC2)cc1
 : 1%	4	-2%	-1.1%	25	2%	0	-6	?	-1%	5%
- C#CCOCCOCCOCCNc1nc(N2CCOCC2)nc(N2CCN(C(=O)[C@H]([C@@H](C)CC)n3cc([C@@H](N)Cc4ccc(O)cc4)nn3)CC2)n1
 : 2%	-3	0%	-0.9%	-16	-4%	4	3	2%	-7%	1%
- CSc1cccc(N2C(=O)C3CCCN3C2=S)c1 (configuration not stated)
 : ·	-4	·	0.0%	3	1%	1	5	-1%	-3%	3%
- CC1CC(NC(=O)c2cc3c(=O)n4ccccc4nc3n2C)CC(C)(C)C1 (configuration not stated)
 : ·	4	7%	-0.1%	6	1%	·	1	1%	6%	0%
- Cc1ccc(C)c2c1cc(C)c1nnc(SCC(=O)NCc3ccc4c(c3)OCO4)n12
 : 1%	0	1%	-0.9%	0	3%	-25	-6	-4%	3%	6%
- COc1cc2c(C(=O)N3CCOCC3)c(CSc3ccccc3)n(C)c2cc1Br
 : 2%	-1	-4%	0.3%	-3	-19%	-2	16	0%	-14%	-7%
- CSc1ncc(Cl)c(C(=O)Nc2ccc(S(=O)(=O)Nc3nccc(C)n3)cc2)n1
 : -23%	-14	-3%	0.0%	8	-8%	·	-6	?	2%	2%
- O=C(Nc1ccccc1Cl)Oc1ccc2ccccc2c1
 : 3%	·	0%	0.5%	·	·	-8	·	-13%	-5%	2%
- O=C(Nc1ccccc1SCC1CSc2nc3ccccc3c(=O)n21)c1ccccc1Cl (configuration not stated)
 : 9%	-15	0%	-1.1%	-2	7%	3	-31	5%	-12%	0%
- Cc1cc(C)nc(NS(=O)(=O)c2ccc(NC(=O)C3CC(=O)N(c4ccccc4)C3)cc2)n1 (configuration not stated)
 : 12%	-21	1%	-3.1%	20	-2%	0	4	-2%	8%	0%
- Cc1cccc2c(C(=O)Nn3cnnc3)cc(-c3ccccc3Cl)nc12
 : 3%	-16	-4%	-0.6%	2	2%	6	-17	10%	-5%	-2%
- COc1ccc(S(=O)(=O)N2CCCOC2CNC(=O)C(=O)NCc2ccncc2)cc1 (configuration not stated)
 : -2%	2	0%	-0.4%	17	5%	·	2	0%	3%	0%
- COCCNC(=O)c1cc2oc3ccccc3c2n1C
 : 1%	-16	0%	0.1%	0	1%	1	1	?	9%	3%
- Cc1ccc(-c2nn(-c3cccc(F)c3)cc2CNCCc2ccncc2)o1
 : 2%	1	2%	-0.9%	-9	0%	2	-13	-16%	-28%	0%
- C[C@@H]1NS(=O)(=O)[C@H]2C[C@@H]3C=C[C@]2(O3)[C@H]1OC(=O)c1ccccc1Br
 : ·	-15	·	-3.1%	-3	-3%	·	-5	?	2%	0%
- COc1ccc(-n2c(SCC(=O)Nc3ccccc3)nc3c(c2=O)SCC3)cc1
 : 0%	9	-2%	-0.7%	5	19%	0	2	-1%	8%	0%
- Cc1nn(CCOc2cccc(Br)c2)c(C)c1[N+](=O)[O-]
 : 2%	4	8%	0.3%	3	1%	-6	1	2%	-1%	-4%
- CCOc1cc(-c2nc3ccccn3c2NCC2CCCO2)ccc1O (configuration not stated)
 : -4%	-3	-4%	-0.1%	11	-1%	-1	·	?	4%	1%
- C=C1CCC(OC(C)=O)C2(C)CCC3C(C)C(=O)OC3C12O (configuration not stated)
 : ·	-3	·	0.0%	-1	-2%	-2	0	4%	-3%	5%
- CC(=O)NC(=S)Nc1sc2c(c1C(N)=O)CCC(C)C2 (configuration not stated)
 : 0%	-5	6%	0.1%	-8	1%	2	-1	?	5%	-2%
- CC(=O)Oc1ccc(N(C(C)=O)S(=O)(=O)c2cccs2)c2ccccc12
 : ?	11	0%	-0.2%	-15	?	-15	-3	?	12%	7%
- CC(=O)Nc1ccc(S(=O)(=O)C(C#N)c2nc3ccccc3nc2NCCN2CCOCC2)cc1 (configuration not stated)
 : -1%	5	13%	-0.1%	-7	·	1	6	7%	-5%	1%
- CCCNC(=O)c1ccc(N2CCC3(CC2)CC(c2cccc(Br)c2)=NO3)c([N+](=O)[O-])c1
 : -1%	-129*	·	0.4%	36[activator]	-19%	-2	-80*	14%	-5%	0%
- COc1ccc(NC2=NC(=S)N(c3ccc(C)cc3)C23CCCCC3)cc1
 : 3%	-8	-3%	-1.3%	-1	-1%	3	1	12%	6%	3%

Compound activity from PubChem.
